Screens (PubChem BioAssay)
MEKK2wt PB1 HTS: raises or lowers MEK5 binding to wildtype human MEKK2 PB1 domain. bead flow cytometry, Alexa488-MEK5 binding to MEKK2 WT; actives lie on both sides. binding response (% of control), % at 10 µM. actives 1.1% (n = 290,000). AID 1531; in the data active means binding response below about 67% or above about 130%; inconclusive means no clear call, values can overlap the other calls; inactive means in between
FID counter: fluorescent intercalator displacement, NS3 helicase counter-screen; DNA fluorescent intercalator displacement, fluorescence; inhibition, % at 7.9 µM; actives 0.17% (n = 290,000); in the data active means inhibition above about 37%;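 further: 0% = vehicle and 100% = reference compound; higher means more ethidium bromide displaced from hairpin DNA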
GalR3 antag: antagonists of human GalR3; actives 0.44% (n = 360,000); AID 651719; HEK293 GalR3-CNG cAMP membrane potential fluorescence; galR3 body fused to GalR1 C-terminus; O60755; inhibition, % at 3 µM;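 active means inhibition above the screen-wide average plus 3 SD, cut at about 13% in these data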;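 further: forskolin and galanin both at EC90 stimulate the cells; cAMP rise reported by CNG channel membrane potential dye signal; 0% = forskolin plus galanin with DMSO and 100% = forskolin alone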
Target sequence (O60755 1-299 limits assumed): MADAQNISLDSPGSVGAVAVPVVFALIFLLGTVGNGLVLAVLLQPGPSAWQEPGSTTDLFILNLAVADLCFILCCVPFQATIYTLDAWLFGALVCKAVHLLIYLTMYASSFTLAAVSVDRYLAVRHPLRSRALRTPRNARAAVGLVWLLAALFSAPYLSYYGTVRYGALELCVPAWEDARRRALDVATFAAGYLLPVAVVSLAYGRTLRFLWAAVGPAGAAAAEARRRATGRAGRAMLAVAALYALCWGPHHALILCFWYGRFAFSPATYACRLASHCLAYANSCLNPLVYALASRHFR
MEKK2 mut-MEK5: signal of MEK5 binding to mutant human MEKK2 PB1 domain; actives 0.35% (n = 290,000); bead flow cytometry, Alexa488-MEK5 binding to MEKK2 mutant; percent response, % at 10 µM; in the data active means percent response above about 24%, passing the limit was not always enough; further: inactives centre near 1; some results filed as inactive read as strong as hits; reference of the scale not given here
SUMO HTRF inh: blocks human SUMOylation mediated by UBC9. P63279. HTRF SUMOylation assay, SAE1/SAE2 + UBC9, in vitro. inhibition, % at 35 µM. actives 0.36% (n = 290,000). AID 2006; in the data active means inhibition above about 50%, passing the limit was not always enough; inconclusive means no clear call, values can overlap the other calls; further: strong numbers were not always called active
Target sequence (P63279 whole entry, looked up): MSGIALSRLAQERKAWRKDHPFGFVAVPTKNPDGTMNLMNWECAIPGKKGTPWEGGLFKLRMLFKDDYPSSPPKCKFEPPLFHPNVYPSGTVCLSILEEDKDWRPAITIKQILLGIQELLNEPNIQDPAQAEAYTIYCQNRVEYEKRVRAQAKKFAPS
MEKK3 PB1 HTS: raises or lowers MEK5 binding to the human MEKK3 PB1 domain; AID 1529; binding response (% of control), % at 10 µM; bead-based flow cytometry, Alexa488-MEK5 binding to MEKK3; actives lie on both sides; 0 = blocked by unlabeled MEK5, 100 = vehicle; actives 1.4% (n = 290,000); Q99759;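 active means binding response more than 3 SD above or below the average of its plate-row segment, actives on both sides; inconclusive means wells at one plate position flagged as instrument error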;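 further: Alexa488 bead fluorescence after subtracting the streptavidin-only scavenger bead signal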
Target sequence (Q99759 whole entry, looked up, the tested form may be a part): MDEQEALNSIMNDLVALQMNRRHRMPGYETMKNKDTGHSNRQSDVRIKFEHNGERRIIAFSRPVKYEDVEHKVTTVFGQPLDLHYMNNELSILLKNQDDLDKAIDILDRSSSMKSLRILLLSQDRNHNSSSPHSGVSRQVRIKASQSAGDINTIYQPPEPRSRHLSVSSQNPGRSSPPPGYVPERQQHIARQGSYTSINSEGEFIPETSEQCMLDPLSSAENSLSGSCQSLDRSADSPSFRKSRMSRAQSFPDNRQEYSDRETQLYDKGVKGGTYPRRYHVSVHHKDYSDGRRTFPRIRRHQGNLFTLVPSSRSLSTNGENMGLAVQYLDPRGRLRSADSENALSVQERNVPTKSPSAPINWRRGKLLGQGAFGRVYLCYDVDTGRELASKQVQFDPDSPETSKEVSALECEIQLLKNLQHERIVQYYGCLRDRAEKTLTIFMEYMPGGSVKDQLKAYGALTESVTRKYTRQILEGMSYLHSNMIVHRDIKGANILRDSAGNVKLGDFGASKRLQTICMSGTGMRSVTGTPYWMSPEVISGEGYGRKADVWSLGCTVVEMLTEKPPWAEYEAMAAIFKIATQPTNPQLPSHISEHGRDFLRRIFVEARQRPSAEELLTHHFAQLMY
CRFR2-BP antag: antagonists of CRF-binding protein/CRF-R2 receptor complex | inhibition, % at 11.8 µM | AID 588475 | HEK293 CRF-R2/CRF-BP, CRF-induced calcium fluorescence | actives 0.59% (n = 350,000);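 active means inhibition of the ligand-induced calcium signal above about 50% at the single tested concentration, limit read from the data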
NS3 helicase inh: blocks Hepatitis C virus NS3 helicase unwinding; inhibition, % at 10.9 µM; NS3 helicase DNA unwinding, Cy5 molecular beacon fluorescence; actives 0.56% (n = 290,000); AID 1800;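 active means inhibition above the mean of all tested compounds plus 3 SD, set per campaign, cut at about 35% in these data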;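 further: 0% = DMSO wells and 100% = thioflavine S control wells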
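Assay system – hepatitis C virus NS3 helicase domain fragment enzyme · Buffer or medium – MOPS pH 6.5, MgCl2, DTT, Tween20, BSA · Reagent – Cy5/quencher beacon DNA duplex and ATP to start · Compound – single 10.9 µM dose · Timing – 1 h at 25 °C · Technique – Cy5 beacon fluorescence read at start and 1 h · Measure – % inhibition of unwinding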
CRFR2-BP ag: CRF-BP/CRF-R2 complex agonism; actives 0.46% (n = 350,000); HEK293 CRF-R2/CRF-BP, calcium dye fluorescence (FLIPR); percent of saturating CRF peptide response; activation, % at 13.2 µM; AID 588473;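 active means activation of at least 50%, plus an integration ratio under a set limit after plate pattern correction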;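 further: plate controls were neutral control wells without compound for no effect and CRF at EC100 for full effect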
The depositor's hits bear a star; ? = inconclusive; · = no result given; [ ] = remark or other dose.

SMILES | MEKK2wt PB1 HTS | FID counter | GalR3 antag | MEKK2 mut-MEK5 | SUMO HTRF inh | MEKK3 PB1 HTS | CRFR2-BP antag | NS3 helicase inh | CRFR2-BP ag
CN1CCN(C2CC(=O)N(CCc3ccccc3)C2=O)CC1 (stereo unspecified) | 100 | -14 | -3 | 12 | 18 | 103 | 10 | -10 | 0.5
Cc1ccc(Nc2nc(COC(=O)COc3ccc(C=O)cc3)cs2)cc1 | 97 | -19 | -9 | -1 | -2 | 94 | 26 | 0 | -3.0
O=C(Cn1cnc2scc(-c3ccccc3)c2c1=O)NCc1ccco1 | 91 | -7 | -5 | -7 | 25 | 101 | 7 | 16 | -0.7
NC(=O)c1ccc(Cl)c2ccccc12 | 95 | 0 | -5 | 11 | 22 | 98 | -6 | 9 | -0.7
O=C(Nc1ccc(N2CCCC2)c(Cl)c1)c1cccs1 | 93 | 2 | 2 | -5 | -18 | 93 | -32 | -11 | 2.1
CC1CCN(C(=O)c2ccc(S(=O)(=O)N3CCOCC3)cc2)CC1 | 103 | -10 | -6 | -1 | 3 | 99 | 3 | 7 | 1.0
COc1ccc(S(=O)(=O)N(C)c2ccc(C(=O)NCC3CCCO3)cc2)cc1 (stereo unspecified) | 97 | -18 | -8 | 1 | -4 | 95 | -7 | 4 | -0.2
COc1ccc(OC)c(/C=C/C(=O)OCC(=O)Nc2ccc(Cl)c(S(=O)(=O)N(C)C)c2)c1 | 114 | -14 | 0 | 2 | 18 | 98 | -9 | -11 | 4.7
Cc1cc(C)nc(SCC(=O)NC2=NC(=O)C(C)S2)n1 (stereo unspecified) | 104 | -1 | -1 | 2 | 3 | 99 | -1 | -4 | 1.4
O=C(CSc1ccc(-c2ccccn2)nn1)NC1CCCCC1 | 92 | -10 | -5 | -9 | 12 | 84 | 16 | -5 | -5.3
O=c1c(-c2ccc3c(c2)OCCO3)c(C(F)(F)F)oc2cc(O)cc(O)c12 | 98 | -6 | -1 | -2 | -6 | 98 | 27 | 11 | 15
CSc1ccc(C(=O)C2CCCN(C(=O)c3cc4cc(F)ccc4[nH]3)C2)cc1 (stereo unspecified) | 90 | -19 | -7 | -5 | -4 | 105 | -90 | 0 | 9.2
COC(=O)c1sccc1NC(=O)c1c(-c2ccccc2)noc1C | 110 | -3 | -4 | 4 | -4 | 99 | 38 | -2 | -3.0
Cc1n[nH]c(C)c1S(=O)(=O)N1CCCC(C(=O)NCC2COc3ccccc3O2)C1 (stereo unspecified) | 106 | -11 | 1 | 10 | 8 | 105 | -9 | 5 | 0.2
COCCSc1ccccc1C(=O)NCc1ccco1 | 98 | 1 | -4 | 0 | 28 | 99 | -4 | -5 | -0.6
COc1ccc(CNC(=O)CSc2nnnn2Cc2ccccc2)cc1 | 109 | -18 | -5 | 3 | 25 | 105 | 3 | 22 | -0.4
COc1ccccc1NC(=O)C(=O)N/N=C(\C)CC(=O)Nc1ccc(OCc2ccccc2)cc1 | 103 | -3 | -4 | 5 | -15 | 105 | -25 | -4 | -2.7
O=[N+]([O-])c1cc2c(cc1CN1CCN(c3ccc(F)cc3)CC1)OCO2 | 112 | -2 | -10 | 8 | 5 | 109 | -17 | 4 | 0.8
CN(C)N=Nc1ccc(S(=O)(=O)/N=C(\O)c2ccccc2)cc1 | 112 | -6 | -7 | 6 | 3 | 107 | 3 | 5 | -0.8
CC(=O)c1ccc(NC(=O)C[n+]2ccccc2)cc1 | 104 | -4 | -5 | 5 | 5 | 102 | 1 | 13 | -0.2
COc1ccccc1-c1nc(C#N)c(NCc2ccc(F)cc2)o1 | 106 | -21 | -2 | 4 | 0 | 100 | 3 | -4 | -1.6
O=C(Oc1ccccc1Cl)c1ccc(N2CCOCC2)c([N+](=O)[O-])c1 | 97 | -1 | 5 | 0 | -9 | 99 | -6 | -6 | 0.2
Oc1ccc(C2=NN(c3ccccc3)C(c3ccc(F)cc3)C2)cc1 (stereo unspecified) | 99 | 7 | -8 | 4 | 12 | 104 | -4 | 3 | -1.7
N/C(=N\OS(=O)(=O)c1ccc2ccccc2c1)c1cccnc1 | 104 | 1 | -6 | 1 | 8 | 83 | -21 | 4 | -0.3
O=C(CN1C(=O)C2C3C=CC(C4CC34)C2C1=O)Oc1ccccc1 (stereo unspecified) | 112 | -4 | -7 | 7 | 19 | 101 | -9 | 1 | 0.9
Next part.
SMILES | MEKK2wt PB1 HTS | FID counter | GalR3 antag | MEKK2 mut-MEK5 | SUMO HTRF inh | MEKK3 PB1 HTS | CRFR2-BP antag | NS3 helicase inh | CRFR2-BP ag
Cc1cccc(-n2c(CCn3nc(C)c([N+](=O)[O-])c3C)n[nH]c2=S)c1 | 97 | -12 | -3 | 4 | 5 | 104 | 12 | -18 | 3.1
Cc1ccccc1Cn1nnc2c1C(=O)c1ccccc1C2=O | 105 | 4 | -2 | -13 | · | 60 | 9 | 1 | -1.0
CC(=O)N1c2ccc(S(=O)(=O)NCCC(=O)Nc3ccccc3C)cc2CC1C (stereo unspecified) | 101 | -17 | -4 | -2 | -2 | 100 | 10 | 4 | 2.9
CCOC(=O)COc1cccc2c(=O)n(CC(=O)N3CCN(C(=O)OCC)CC3)ccc12 | 91 | -20 | · | -2 | -10 | 88 | 9 | 5 | -3.5
CCOC(=O)CSCc1c(C#N)c2ccccc2n1C | 99 | -7 | -5 | 7 | 11 | 100 | 0 | -3 | -2.2
COC(=O)c1cc(NC(=O)c2cccc(F)c2)cc(C(=O)OC)c1 | 95 | -10 | -4 | -9 | 6 | 98 | -27 | 6 | 1.6
O=C1NC(=O)C(CC(=O)N(Cc2cccs2)C2(C(=O)NC3CCCCC3)CCCCC2)N1 (stereo unspecified) | 98 | -25 | -8 | -1 | 3 | 95 | 1 | -3 | -1.3
Cc1ccc(-c2c(=O)n(OCc3ccccn3)c3ccccc3[n+]2[O-])cc1 | 94 | -4 | · | -7 | 25 | 95 | · | 10 | ·
CCOc1cc(/C=N/NC(=O)CSc2cccc3cccnc23)ccc1O | 97 | -18 | 1 | -1 | 7 | 102 | -15 | -6 | 1.2
O=C(COC(=O)c1cn(-c2ccccc2)nc1-c1cccnc1)NC1CC1 | 101 | -18 | -4 | -1 | -5 | 102 | 17 | -18 | 2.1
COC(=O)c1ccccc1NC(=O)Cn1c(=O)n(CCC(=O)NC2CCN(Cc3ccccc3)CC2)c(=O)c2ccccc21 | 104 | -1 | -5 | -2 | -6 | 97 | -7 | -7 | -0.8
COCCOCC(O)CN1CCN(c2ccc(C)cc2)CC1 (stereo unspecified) | 106 | 3 | 6 | 2 | 21 | 103 | 3 | 4 | 0.1
COc1cccc(OC)c1C(=O)NC(=S)Nc1ccc(S(=O)(=O)Nc2nccs2)cc1 | 92 | -26 | -4 | -10 | -3 | 93 | -1 | 22 | -1.6
O=[N+]([O-])c1nn(-c2ccc3c(c2)OCCO3)n(O)c1=Nc1ccc(Cl)cc1 | 87 | 11 | -8 | -4 | 2 | 94 | 2 | 7 | -1.3
CCNc1nc(Nc2ccc(C)c(Cl)c2)c2cnn(C)c2n1 | 118 | 0 | -9 | 8 | -24 | 107 | -33 | -11 | -4.1
Cc1ccccc1NC(=O)CSCCN1C(=O)c2ccccc2C1=O | 97 | -3 | 12 | -1 | 4 | 74*[inhibitor] | 1 | 0 | 0.1
COc1ccc(C2N(c3ccccc3)CCN2c2ccccc2)cc1O | 99 | 6 | 1 | -2 | 8 | 100 | 16 | -3 | -1.9
CCN(CC)CC(O)COc1ccccc1C(=O)CCc1ccccc1 (stereo unspecified) | 107 | 8 | -8 | 3 | -2 | 99 | 3 | -7 | -0.2
COc1ccccc1OCC(O)Cn1c(=N)n(Cc2ccccc2)c2ccccc21 (stereo unspecified) | 100 | 20 | -10 | -5 | 4 | 82 | -1 | -48 | -0.5
O=C(NCc1ccc2c(c1)OCO2)c1cnc2n(c1=O)CCS2 | 102 | -3 | 3 | 7 | 12 | 105 | -1 | 4 | -0.7
Cc1ccc(OCC(=O)N2c3ccccc3NC(=O)C2(C)C)c([N+](=O)[O-])n1 | 107 | 12 | -5 | 0 | 4 | 110 | -10 | 8 | -1.7
Cc1ccc(CC(=O)N2CCN(c3cccc(C(F)(F)F)c3)CC2)cc1 | 98 | -26 | -3 | 2 | -13 | 99 | 19 | -3 | 0.4
CN(/N=C/c1cc(Cl)cc(Cl)c1O)c1c(Cl)cccc1[N+](=O)[O-] | 89 | 8 | -2 | -19 | 27 | 88 | -8 | -16 | -0.1
C=C(C)COc1ccc(-c2nc(N)ncc2-c2ccc(OC)c(OC)c2)c(O)c1 | 103 | -28 | -2 | 0 | -1 | 103 | -76 | 1 | -8.4
Cc1cccc(Cn2c(=O)n(-c3ccc(CC(=O)NCc4ccco4)cc3)c(=O)c3sccc32)c1 | 115 | -30 | 1 | 19 | 6 | 117 | 7 | -4 | 0.2
Additional records follow:
SMILES | MEKK2wt PB1 HTS | FID counter | GalR3 antag | MEKK2 mut-MEK5 | SUMO HTRF inh | MEKK3 PB1 HTS | CRFR2-BP antag | NS3 helicase inh | CRFR2-BP ag
CC(=O)N1CCc2cc(S(=O)(=O)NCCC(=O)NC3CCCCCC3)ccc21 | 100 | -20 | 1 | 3 | 9 | 102 | -6 | -2 | 0.7
O=C(Nc1ccccc1)c1cnc2n(c1=O)CCS2 | 107 | -2 | 3 | 2 | -9 | 101 | -7 | 7 | -0.3
O=C1/C(=C/c2ccc(Br)cc2)Oc2cc(O)ccc21 | 101 | 1 | -6 | 3 | ? | 102 | -14 | 0 | 49
ClCc1ncc(-c2ccc(Cl)cc2)o1 | 95 | 3 | 5 | -6 | -15 | 101 | 15 | -5 | 3.0
C[C@@H]1CN(c2c(F)c(N)c3c(=O)c(C(=O)O)cn(C4CC4)c3c2F)C[C@H](C)N1 | 88 | 2 | · | -7 | 4 | 85 | · | -13 | ·
CCN(CC)c1nc(-c2ccccc2)nc2c1sc(=S)n2CC | 105 | 0 | -4 | 7 | -16 | 104 | -16 | 13 | -0.1
Cc1nc2c(c(C)nn2-c2ccccc2)c(C)c1CCC(=O)Nc1ccc(CN2CCCC2)cc1 | 135 | 17 | -7 | -11 | -3 | 94 | -13 | -55 | 8.2
CCCCNC(=O)c1cc2nc3c(c(C(F)(F)F)n2n1)CCc1ccccc1-3 | 112 | 1 | -5 | 6 | 7 | 111 | -15 | -6 | 2.0
Cc1nc(N2CCC(C)CC2)c2c(C)c(C(=O)Nc3ccc(C(F)(F)F)cc3)sc2n1 | 131 | 1 | -2 | 15 | 4 | 105 | -41 | 4 | 0.8
Cc1ccc(NCc2nnc(SCCN3CCCCC3)n2CC2CCCO2)cc1Cl (stereo unspecified) | 116 | 12 | -10 | 5 | 12 | 104 | -6 | -18 | -0.5
CC(=O)c1cccc(NC(=O)c2cnccn2)c1 | 104 | -7 | -8 | 10 | 8 | 102 | 7 | -12 | -1.2
CC(=O)Nc1ccc(NC(=S)NC(=O)C2CCCC2)cc1 | 107 | -21 | -4 | 8 | -4 | 101 | -4 | 7 | 3.7
CCOC(=O)c1c(C)[nH]c2cc(Br)c(O)cc12 | 2.0*[inhibitor] | 2 | -2 | 5 | 13 | 2.0*[inhibitor] | -1 | -18 | -7.1

A portion of the library, so the mix of outcomes need not match the whole.
